# Assay outcomes: PubChem BioAssay, National Center for Advancing Translational Sciences (NCATS)
# USP2a inh = blocks human ubiquitin-specific protease USP2a; USP2 core, Ub-CHOP2 coupled fluorogenic reporter, 485/531; Potency, µM (highest dose often 38.3 µM), for the others: at the top dose activity change, negative = inhibition, actives largely listed as inhibitors; hit rate 0.01% among 330,000;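 note: potency is the fitted concentration of half-maximal effect; plate controls were DMSO wells for no effect and full inhibition by NEM control for full effect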
#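 USP2 core (10nM final) preincubated 30min RT with compound in 20mM Tris-HCl pH 8.0, 2mM CaCl2, 2mM beta-mercaptoethanol, 0.05% CHAPS; 25nM Ub-CHOP2 plus 25nM reporter substrate added, fluorescence (Ex485/Em531) read after 60min.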
# Menin-MLL TR inh = menin-MLL binding inhibition, Texas Red mutant peptide; O00255; hit rate 0.23% among 270,000; Potency, µM (doses to about 61.6 µM), for the others: top-dose FP activity change, negative = inhibition, usual class: inhibitors; Menin + Texas Red MLL mutant peptide, fluorescence polarization; active = well fitted inhibition curve with a large enough effect in the polarisation, with a control signal flat, not every such curve was filed as active; inconclusive = small, poorly fitted or top-dose-only effect, or effect the other way, or a change in a side signal; inactive = no such curve, though single readings can be large or run the other way; the % refers to the polarisation; note: potency is the fitted concentration of half-maximal effect; % of control where 0% means no effect; many of its hits are not listed in these tables
# B2AR arrestin = recruits beta-arrestin to the human beta2-adrenergic receptor; AID 492947; hit rate 0.02% among 330,000; beta-arrestin recruitment to beta2AR, cell-based reporter; P07550; Potency, µM (highest dose often 46.1 µM), inactives show at the top dose activation, usual class: activators;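 note: potency is the fitted concentration of half-maximal effect; 0% = DMSO controls and full agonism = EC100 isoproterenol or metaproterenol; nearly all actives have a fitted effect of over 65% in size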
# Target sequence (P07550 whole entry, looked up): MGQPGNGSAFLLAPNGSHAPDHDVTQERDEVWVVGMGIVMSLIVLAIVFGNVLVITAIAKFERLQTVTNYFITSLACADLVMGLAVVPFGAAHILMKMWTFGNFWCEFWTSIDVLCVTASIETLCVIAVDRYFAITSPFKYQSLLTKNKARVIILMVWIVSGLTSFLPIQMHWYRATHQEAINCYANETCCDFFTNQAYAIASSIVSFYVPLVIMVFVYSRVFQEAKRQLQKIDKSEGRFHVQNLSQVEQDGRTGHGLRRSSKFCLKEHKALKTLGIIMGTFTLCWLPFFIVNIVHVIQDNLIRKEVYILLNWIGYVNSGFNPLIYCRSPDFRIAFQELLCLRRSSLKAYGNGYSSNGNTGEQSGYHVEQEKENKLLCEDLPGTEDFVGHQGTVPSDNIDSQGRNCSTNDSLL
# KCNH2 WT inh = inhibitors of human wildtype KCNH2 potassium channel | Q12809 | U2OS, BacMam KCNH2, thallium flux FluxOr; hits give low values | activity change, % at 1.84 µM | hit rate 0.37% among 340,000 | AID 720551;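 active = maximum activity change below -70%; inconclusive = maximum activity change between -70% and -50%; inactive = maximum activity change above -50%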; note: % is set by controls: 0 for no effect and ±100 for the full control effect
#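 U2OS cells were transduced with wild-type KCNH2 virus (2.03 x 10^8 / mL) for 4 h at room temperature, then cultured overnight at 37 C. Thallium flux was read with FluxOr dye. Rate constants were normalized to DMSO controls.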
# GALK inhibitor = inhibitors of human galactokinase; AID 1868; Potency, µM (top dose mostly 57.5 µM), for the others: top-dose activity change, negative = inhibition, hits mostly inhibitors; hit rate 0.007% among 270,000; Purified GALK, Kinase-Glo residual ATP luminescence; note: potency is the fitted concentration of half-maximal effect; % is set by controls: 0 for no effect and ±100 for the full control effect
#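 Human GALK (5 nM) with 35 uM ATP and 100 uM galactose in 20 mM HEPES pH 8.0, 5 mM MgCl2, 60 mM NaCl, 1 mM DTT, 0.01% BSA. After 1 h at room temperature, leftover ATP was read by Kinase-Glo Plus luminescence.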
# Giardia killer = Giardia lamblia killing; Giardia lamblia trophozoite viability; activity change, % at 7.66 µM, hits read low; hit rate 0.15% among 340,000; AID 540267; in the data active = activity change below about -80%; inconclusive = between about -30% and that limit;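 note: parasites exposed to compound for two days anaerobically before the ATP read; % is set by controls: 0 for no effect and ±100 for the full control effect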
#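 Giardia lamblia trophozoites (100 cells/well) were incubated with compounds for 48 h at 37 deg C under anaerobic conditions. Viability was read as ATP content by one-step luminescence after 15-30 min at room temperature.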
# TRPV1 agonist = activates the human vanilloid receptor TRPV1. activation, % at 8.33 µM. Q8NER1. TRPV1-expressing cells, Fluo-8 calcium influx, agonist mode. AID 540275. hit rate 0.19% among 320,000; in the data active = activation above about 80%; inconclusive = between about 30% and that limit; note: 0% is about no effect
#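 TRPV1-expressing cells were cultured overnight at 35.5C and loaded with Fluo-8 calcium dye for 40 to 90 min at room temperature. After a 10 s baseline, compound was added and calcium influx was read kinetically for 3 min (ex 480/em 520 nm).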
# KCNH2 3.1 block = blocks the human KCNH2 3.1 channel isoform | activity change, % (tested at about 1.8 µM) | AID 720553 | U2OS KCNH2 3.1, thallium flux FluxOr; hits give low values | hit rate 0.95% among 340,000;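 active = maximum activity change below -70%; inconclusive = maximum activity change from -70% to -50%; inactive = maximum activity change above -50%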;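 note: thallium influx rate constant from kinetic fluorescence after stimulation buffer; % is set by controls: 0 for no effect and ±100 for the full control effect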
#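 FluxOr-based Tl+ influx in U2OS cells transduced with KCNH2 3.1 virus; rate constants normalized to DMSO controls.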
# MLL CXXC-DNA inh = inhibitors of human MLL CXXC domain-DNA interaction. Q03164. MLL-CXXC / FITC-HOXA9 DNA fluorescence polarization. Potency, µM (doses to about 115 µM), without a hit: at the top dose activity change, negative = inhibition, usual class: inhibitors. hit rate 0.037% among 290,000. AID 2662; active = well fitted inhibition curve with a large enough effect in the polarisation, with a control signal flat, not every such curve was filed as active; inconclusive = small, poorly fitted or top-dose-only effect, or effect the other way, or a change in a side signal; inactive = no such curve, though single readings can be large or run the other way; the % refers to the polarisation; note: potency is the fitted concentration of half-maximal effect
#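 Steps: dispense CXXC domain solution (7 uM) → pin compounds or unlabeled HOX-A9 DNA control → 5 min ambient → add FLSN-HOX-A9 solution (50 nM) → spin → 30 min ambient → fluorescence polarization. Tris pH 7.5/NaCl/DTT/BSA buffer.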
# PKM2 activator = activators of human pyruvate kinase M2; P14618; hit rate 0.34% among 260,000; Potency, µM (doses to about 57.5 µM), without a hit: at the highest dose activation, most hits filed as activators; purified PKM2, Kinase-Glo ATP luminescence, activation; response scale: 0% is enzyme alone, no compound; note: potency is the fitted concentration of half-maximal effect; % is set by controls: 0 for no effect and ±100 for the full control effect; nearly all actives have a fitted effect of over 55% in size
# Target sequence (P14618 whole entry, looked up): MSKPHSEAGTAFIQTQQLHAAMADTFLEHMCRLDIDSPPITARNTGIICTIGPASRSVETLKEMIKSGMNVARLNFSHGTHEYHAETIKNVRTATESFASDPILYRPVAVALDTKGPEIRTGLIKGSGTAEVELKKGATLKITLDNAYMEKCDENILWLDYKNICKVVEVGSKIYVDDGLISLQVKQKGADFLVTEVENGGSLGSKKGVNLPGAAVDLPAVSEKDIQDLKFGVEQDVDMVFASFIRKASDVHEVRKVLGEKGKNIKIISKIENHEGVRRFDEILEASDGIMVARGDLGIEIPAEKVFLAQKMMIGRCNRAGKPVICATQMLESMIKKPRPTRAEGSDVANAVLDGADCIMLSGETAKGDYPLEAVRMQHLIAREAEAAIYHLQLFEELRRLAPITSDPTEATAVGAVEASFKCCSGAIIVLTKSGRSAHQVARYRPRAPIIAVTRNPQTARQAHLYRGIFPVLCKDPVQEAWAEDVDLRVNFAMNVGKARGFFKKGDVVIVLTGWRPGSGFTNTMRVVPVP
#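 Purified hPK-M2 (>95% pure) converted ADP (0.1 mM final) to ATP with 0.5 mM PEP in 50 mM imidazole pH7.2, KCl, MgCl2, Tween 20, BSA; 1 h at room temperature. ATP detected by Kinase-Glo luminescence.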
# Coupling enz = coupling enzyme interference in Giardia aldolase counter-screen. hit rate 0.67% among 290,000. coupling enzyme system counterscreen, AmpLite Red fluorescence. activity change, negative = inhibition, % at 58.2 µM, hits read low. AID 2472; in the data active = activity change below about -30%; note: % is set by controls: 0 for no effect and ±100 for the full control effect
#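 Counterscreen lacking aldolase: glyceraldehyde-3-phosphate coupling-enzyme reagent preincubated 10 min at RT with compound (at 57.5 uM final), then substrate/coupling system with AmpLite Red added; fluorescence read at 525/598 nm after 20 min RT.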
# * = called active by the depositor; ? = inconclusive; nt = not tested or not shown; [ ] = another dose, or the depositor's remark. Unless noted, calls come from the whole dose curve; as a rule, active = well fitted curve in the direction sought with a large enough effect; inconclusive = small, poorly fitted or top-dose-only effect, or another doubt; inactive = no such curve, though single readings can be large; an effect the other way counts as inactive or inconclusive.
SMILES,USP2a inh,Menin-MLL TR inh,B2AR arrestin,KCNH2 WT inh,GALK inhibitor,Giardia killer,TRPV1 agonist,KCNH2 3.1 block,MLL CXXC-DNA inh,PKM2 activator,Coupling enz
O=C(Nc1ccc([N+](=O)[O-])cn1)C1CC1,0.6%,-19.7%,-1.2%,-3.9,-2.2%,8.6,-2.3,5.8,0.8%,-4.4%,0.7
Cc1cccc(C)c1N(CC(=O)N(C)Cc1ccccc1)S(C)(=O)=O,1.1%,1.6%,-0.3%,2.7,-7.7%,1.5,2.8,-3.5,-0.7%,-8.6%,2.0
CC(=O)Nc1ccc2oc(-c3ccccc3Br)nc2c1,-6.3%,-1.3%,-0.8%,44.1,1.4%,-3.1,18.0,-1.5,7.3%,-16.2%,-1.3
COc1ccccc1Nc1nnc(SCc2cc(=O)n3ccsc3n2)s1,-0.8%,-10.2%,-0.8%,-13.0,2.1%,-10.8,2.5,-16.1,-4.8%,-0.4%,-15.6
Cc1ccccc1N1CCN(CC(=O)Nc2nc(C)c(C(=O)N(C)C)s2)CC1,3.2%,1.6%,-1.4%,10.8,0.0%,-7.8,-4.5,15.7,1.8%,-0.7%,-0.7
C/C(=N\OC(=O)Nc1ccccc1)c1cnn(-c2cc(C(F)(F)F)cc(C)n2)c1C,-1.2%,nt,0.1%,6.7,4.9%,-29.3,13.7,3.3,-2.8%,-2.8%,1.2
CCOC(=O)c1ccc(NC(=O)CSc2nc(NC(=O)c3ccccc3)c3c(C)c(C)oc3n2)cc1,-2.4%,-8.7%,0.4%,0.9,2.9%,-0.5,6.8,-1.8,-0.1%,6.0%,1.4
CCOC(=O)N/N=C\c1cccc(OC)c1,-1.6%,-5.3%,0.3%,9.4,5.0%,4.5,8.6,-0.3,-1.3%,-9.4%,-6.9
CCOc1ccc(NC(=O)CCc2nnc3ccc(N4CCN(C)CC4)nn23)cc1,0.0%,0.1%,0.9%,4.5,2.1%,16.6,-0.6,-46.6,2.1%,nt,2.1
COc1ccc(NC(=O)COC(=O)[C@@H]2CCCN2C(=O)c2cccs2)cc1,0.1%,nt,0.3%,5.1,-0.2%,-2.0,4.2,-1.6,-0.6%,2.3%,0.6
O=C(NCCO)c1cccc(Cl)c1,2.8%,3.2%,0.1%,-1.0,0.7%,1.8,0.7,-1.2,15.7%,6.5%,3.7
Cc1nn(-c2ccccc2)c(Cl)c1/C=N/NC(=O)CCNc1n[nH]c(=O)[nH]c1=O,-0.2%,nt,-0.7%,0.3,0.9%,2.1,2.3,8.1,-2.5%,1.8%,-0.8
COC(=O)CCc1c(C)c(C(=O)c2cc(OC)c(OC)c(OC)c2)c2ccccn12,-5.4%,-17.1%,2.3%,34.3,5.2%,13.3,-4.8,2.7,17.9%,nt,-4.6
CCS(=O)(=O)C1=NSC2=NC(=O)/C(=C\c3ccc(OS(=O)(=O)c4ccccc4)cc3)C(=N)N21,-8.3%,?,0.0%,0.5,?,-22.0,-4.0,2.3,0.0%,nt,8.0
COC(=O)c1ccc(OC(=O)CCN2C(=O)C3C4c5ccccc5C(c5ccccc54)C3C2=O)cc1 (stereo not given),-0.7%,-5.2%,0.0%,-1.7,2.4%,-17.4,1.0,16.1,5.0%,2.6%,-2.3
COCCCNc1nc2ccccc2nc1NS(=O)(=O)c1ccccc1,1.4%,-9.1%,-0.3%,-0.4,3.1%,11.3,0.7,6.0,?,-7.5%,3.7
O=C1c2cccnc2C(=O)N1Cc1ccc(S(=O)(=O)NCc2ccco2)s1,2.5%,-1.6%,-0.2%,-0.4,0.2%,7.0,3.9,-22.8,15.2%,nt,0.9
CCc1nnc(NC(=O)CC(CN(C)S(=O)(=O)c2ccccc2)c2ccccc2)s1 (stereo not given),0.5%,3.6%,-0.5%,4.1,0.7%,-6.1,3.6,2.5,-3.3%,4.0%,0.4
CCCc1cc(=O)[nH]c(SCC(=O)NCC2COc3ccccc3O2)n1 (stereo not given),1.1%,nt,-0.1%,-2.4,nt,-23.3,1.7,4.8,nt,nt,nt
C=CCNC(=O)CC12CC3CC(C1)CC(CC(=O)NCC=C)(C3)C2,2.8%,3.7%,-1.0%,-15.3,-0.3%,-5.1,-5.3,-3.4,5.6%,-2.3%,3.2
COCCOc1cc(NC(=O)c2ccccc2)c(Cl)cc1Cl,5.7%,-7.4%,-0.1%,-1.8,-2.0%,22.9,?,32.9,3.4%,2.0%,-2.9
Cc1onc(-c2ccccc2Cl)c1C(=O)OCC(=O)N1CCCCC1,0.8%,nt,-0.3%,-3.6,nt,7.6,nt,-9.3,nt,nt,nt
C=C1CCC[C@]2(C)C[C@H]3OC(=O)C(CN4CCOCC4)[C@H]3C[C@@H]12 (stereo not given in full),1.6%,-12.8%,-0.7%,-6.8,0.7%,25.4,16.8,16.5,32.1%[activator],nt,2.8
CCOc1cc(NC(=S)Nc2cccc(OC)c2)c(OCC)cc1NC(=O)c1ccc(C)cc1,1.9%,nt,-1.1%,4.2,-4.0%,6.2,nt,-8.1,7.8%,-3.5%,-5.1
CC(=O)Nc1ccc(S(=O)(=O)NC2(C(F)(F)F)NC(=O)N(c3ccc(Cl)cc3)C2=O)cc1 (stereo not given),6.0%,0.2%,0.0%,1.4,4.7%,4.1,6.7,-8.0,-5.1%,-1.6%,5.3
Cc1ccc(-c2nnn(CC(=O)N3C(C)CCCC3C)n2)cc1 (stereo not given),-0.8%,-5.4%,0.5%,2.1,0.0%,24.3,2.8,-34.7,-1.1%,0.2%,1.5
O=C(COC(=O)CCC(=O)N1CCOCC1)Nc1ccc(Br)cc1Br,0.2%,nt,-0.5%,4.5,nt,-3.5,nt,10.3,nt,nt,nt
Cc1cc(C=C2C(=O)c3ccccc3C2=O)c(C)n1-c1ccc(Cl)cc1,3.1%,-0.4%,0.4%,-8.1,0.2%,-2.5,-0.8,-1.9,?,-3.2%,-2.6
Cn1c(-c2ccc3c(c2)OCO3)cnc1NCc1cccc(Cl)c1,-5.6%,-19.8%,-0.4%,-5.7,1.3%,4.0,2.0,8.9,3.0%,24.5%,1.2
Cc1ccc(NC2=NC(c3ccccc3)n3c(nc(C)cc3=O)N2)c(C)c1 (stereo not given),-0.6%,?,0.2%,-16.0,-2.0%,12.9,-1.1,7.3,3.5%,-6.4%,-1.0
CC(C)c1ccc(N2C(=O)CC(Sc3ncn[nH]3)C2=O)cc1 (stereo not given),-2.3%,-1.2%,0.1%,-8.3,0.6%,-2.7,2.0,14.4,-1.3%,3.1%,4.8
COc1ccc(-c2cc(CCCC(=O)NCCc3cc(OC)ccc3OC)no2)cc1,-0.2%,?,0.2%,-0.2,-0.6%,45.9[activator],4.0,-19.4,2.2%,-1.6%,5.2
C/C=C/c1ccc(OCC(=O)NNC(=O)CN(C)S(=O)(=O)c2ccc(C)cc2)c(OC)c1,0.2%,nt,-0.3%,-3.5,nt,16.3,nt,-0.5,nt,nt,nt
CCOC(=O)N1CCN(C(=O)CCc2c(C)nc3nc(C)nn3c2C)CC1,3.3%,2.3%,-0.1%,-23.2,-3.2%,7.8,0.7,6.4,1.6%,-0.6%,-2.0
CCOc1ccccc1N(C)C(=O)C1CCN(S(=O)(=O)c2cccc3nonc23)CC1,-0.6%,-7.6%,0.2%,1.0,2.7%,-24.4,-3.1,3.4,-12.6%,0.1%,3.2
Cc1c(NC(=O)c2ccc(F)cc2)c(=O)n(-c2ccccc2)n1C,1.6%,-11.1%,0.2%,28.7,1.9%,2.2,-2.0,3.1,-4.4%,-10.0%,-0.7
CCOc1ccc(CN2CCN(S(=O)(=O)c3ccc(NC(C)=O)cc3)CC2)cc1OC,4.6%,-2.0%,5.6%,12.4,0.8%,-5.7,3.1,-6.5,13.2%,-2.9%,0.8
Cc1cc(NC(=O)CSc2nnc(-c3ccccc3Cl)o2)no1,1.0%,nt,-0.2%,4.1,-0.9%,-1.0,0.7,2.3,-1.5%,nt,0.1
COc1cc(OC)cc(C(=O)Nc2cc(C)on2)c1,-1.3%,4.2%,0.6%,0.5,-1.9%,-10.7,0.9,0.5,-0.8%,-12.9%,-0.8
Cc1ccc(C(=O)Nc2sc(C)c(-c3ccccc3)c2C(N)=O)cc1[N+](=O)[O-],0.1%,13.8%,0.2%,24.4,-0.1%,-5.4,-1.6,3.4,-5.7%,-8.8%,-6.7

# A portion of the library (hit frequency here may not be typical).
